Bioassay records (PubChem BioAssay)
RTF Ca sens act – cardiac RTF calcium sensitivity activators, primary screen, biochemical, IANBD-TnC fluorescence, EC20 calcium; IANBD-labeled TnC RTF fluorescence at EC20 calcium; 0% EC20 calcium, 100% full calcium; Troponin I, cardiac muscle (Homo sapiens) + Troponin T, cardiac muscle (Homo sapiens) + …; hit rate 0.24% among 340,000; activation, % at 7.2 µM;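 active = activation above the mean over all tested compounds plus 3 SD, cut at about 30% in these data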;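 also: rise in fluorescence read as greater calcium sensitivity of cardiac thin filaments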
PvdQ inh – P. aeruginosa PvdQ acylase inhibitors, primary screen, biochemical, fluorescence, plate reader and imaging, single point. PvdQ acylase [Pseudomonas aeruginosa LESB58]. purified PvdQ acylase. inhibition, % at 10 µM. hit rate 0.063% among 340,000. AID 488965, 2010; in the data active = inhibition above about 30%, passing the limit was not always enough;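 also: 0% = vehicle neutral wells and 100% = reference inhibitor wells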
Mot1-301 SUMO – yeast Mot1-301 growth rescue at high temperature, primary screen, SUMOylation pathway inhibitor project, S. cerevisiae, ATP luminescence, 38.5C; S. cerevisiae Mot1-301 growth rescue; percent above DMSO median, 100 means doubled; growth rescue, % at 18.8 µM; hit rate 1% among 320,000;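 active = every valid replicate shows activation above 250% relative to neutral control wells; inactive = the rest, any valid replicate at or below 250%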;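 also: OY570 slx delta 5 strain wells were the positive control but not used for scaling; some compounds called inactive have numbers as strong as hits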
Rtt109 Vps75 – inhibitors of C. albicans Rtt109/Vps75 HAT, primary screen, biochemical, ThioGlo CoA-SH fluorescence, plate reader | hit rate 0.16% among 330,000 | purified Rtt109/Vps75, 4 h | Histone acetyltransferase RTT109 (Candida albicans (strain SC5314 / ATCC MYA-2876)), … | inhibition, % at 34.9 µM;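 active = inhibition of at least 50% in every replicate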
Target sequence (Q5AAJ8 whole entry, looked up): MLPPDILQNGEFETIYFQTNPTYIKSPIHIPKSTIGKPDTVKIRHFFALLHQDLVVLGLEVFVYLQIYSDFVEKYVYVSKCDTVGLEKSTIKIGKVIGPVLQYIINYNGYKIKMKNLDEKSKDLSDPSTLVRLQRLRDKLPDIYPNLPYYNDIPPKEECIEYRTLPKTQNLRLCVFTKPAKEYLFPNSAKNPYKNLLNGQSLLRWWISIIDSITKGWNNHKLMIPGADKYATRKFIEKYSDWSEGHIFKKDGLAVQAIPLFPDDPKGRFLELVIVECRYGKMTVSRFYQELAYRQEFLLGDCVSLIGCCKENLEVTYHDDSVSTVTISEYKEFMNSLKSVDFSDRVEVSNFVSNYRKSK
NSD2 HMT inh – NSD2 histone methyltransferase inhibitors, primary screen, biochemical, AlphaScreen, single concentration, set 2; inhibition, % at 12.5 µM; hit rate 0.54% among 310,000; NSD2 peptide methylation, 120 min; Histone-lysine N-methyltransferase NSD2 (Homo sapiens), O96028; in the data active = inhibition above about 50%
LANA DNA inh – inhibitors of KSHV C-LANA binding to DNA, primary screen, biochemical, fluorescence polarization, FAM-LBS DNA, MBP-C-LANA, single point. hit rate 0.078% among 340,000. AID 504423, 2011. Kaposi's sarcoma herpesvirus LANA C-terminal domain (residues 932-1162) DNA binding. inhibition, % at 9 µM;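 active = highest replicate inhibition at or above 60% at 9 µM, even if other replicates fall short; inactive = all replicates below 60% inhibition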;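 also: 0% = neutral control wells and 100% = 4 µM acridine orange control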
PfHsp90 set2 – growth inhibition of PfHsp90-expressing yeast, primary screen, antimalarial PfHsp90 inhibitor project, S. cerevisiae, BacTiter-Glo luminescence, single point, set 2; BacTiter-Glo ATP, 48 h; yeast lacking PDR1 and PDR3 efflux regulators; inhibition, % at 9.4 µM; hit rate 0.32% among 310,000;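 active = every replicate shows inhibition above about 80%, whatever the replicate mean, limit read from the data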;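 also: 0% = DMSO neutral controls and 100% = 20 µM radicicol positive controls; yeast relying on Plasmodium falciparum Hsp90 in place of its own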
Cardiac RTF inh – cardiac RTF calcium sensitivity inhibitors, primary screen, biochemical, IANBD-TnC fluorescence, EC70 calcium | Troponin I, cardiac muscle (Homo sapiens) + Troponin T, cardiac muscle (Homo sapiens) + … | IANBD-labeled cardiac RTF, Ca2+ fluorescence | inhibition, % at 7.15 µM | hit rate 0.12% among 340,000 | AID 493244, 2011;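 active = inhibition above the mean inhibition of all tested compounds plus 3 SD, cut at about 17% in these data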;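 also: assay run at fixed EC70 calcium of 1.6 mM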
CDK5 inh – inhibitors of human CDK5/p35 kinase, primary screen, biochemical, single concentration; Recombinant CDK5/p35, ADP-Glo luminescence, 60 min; Cyclin-dependent kinase 5 (Homo sapiens) + Cyclin-dependent kinase 5 activator 1 (Homo …; inhibition, % at 10 µM; hit rate 0.01% among 330,000;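 active = highest replicate inhibition of at least 50% and at least 75% of replicates reaching 50%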;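 also: plate controls were DMSO neutral control for no effect and GW8510 at 10 µM for full effect; many of its hits are not listed in these tables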
Keap1-Nrf2 PPI – Keap1-Nrf2 protein-protein interaction inhibitors, primary screen, biochemical, fluorescence polarization, single point; Keap1 Kelch-Nrf2 peptide fluorescence polarization, 1536-well; inhibition, % at 9.4 µM; hit rate 0.15% among 340,000; in the data active = inhibition above about 12%;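 also: human Keap1 Kelch domain with fluorescein labeled Nrf2 9mer peptide probe; 0% = neutral control wells and 100% = peptide positive control; higher means more block of Keap1 binding to Nrf2 peptide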
Target sequence (Q14145 whole entry, looked up, the tested form may be a part): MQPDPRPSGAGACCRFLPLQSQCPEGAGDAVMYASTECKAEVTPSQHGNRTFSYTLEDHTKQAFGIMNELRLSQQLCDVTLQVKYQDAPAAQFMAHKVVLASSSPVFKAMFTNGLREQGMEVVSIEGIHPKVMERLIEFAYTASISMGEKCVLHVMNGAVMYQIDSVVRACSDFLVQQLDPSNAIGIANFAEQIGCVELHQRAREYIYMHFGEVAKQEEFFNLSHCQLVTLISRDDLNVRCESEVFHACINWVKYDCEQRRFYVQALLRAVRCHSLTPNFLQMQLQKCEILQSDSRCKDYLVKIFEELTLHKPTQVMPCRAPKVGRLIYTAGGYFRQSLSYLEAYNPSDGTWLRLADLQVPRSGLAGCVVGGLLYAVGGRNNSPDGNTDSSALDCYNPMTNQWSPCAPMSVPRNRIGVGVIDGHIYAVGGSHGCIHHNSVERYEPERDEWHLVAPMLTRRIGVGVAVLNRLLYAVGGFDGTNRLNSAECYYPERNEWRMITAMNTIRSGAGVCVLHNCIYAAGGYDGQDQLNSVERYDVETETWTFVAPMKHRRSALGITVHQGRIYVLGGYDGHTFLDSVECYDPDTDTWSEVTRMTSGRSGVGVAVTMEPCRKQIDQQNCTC
dFosB activator – activators of delta FosB homodimer, primary screen, biochemical, fluorescence polarization, TAMRA-CDK5 oligo, single point | AID 493131, 2011 | Protein FosB (Mus musculus), P13346 | activation, % at 25 µM | purified delta FosB; percent of positive-control signal above neutral wells | hit rate 0.99% among 340,000;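 active = mean activation above about 17%, with every replicate also reaching it, limit read from the data, passing the limit was not always enough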;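 also: fluorescence polarization rise as delta FosB binds a TAMRA Cdk5 AP-1 oligo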
The depositor's hits bear a star; . = not tested or not shown; & = joins results of further samples.

Each structure is followed by: RTF Ca sens act, PvdQ inh, Mot1-301 SUMO, Rtt109 Vps75, NSD2 HMT inh, LANA DNA inh, PfHsp90 set2, Cardiac RTF inh, CDK5 inh, Keap1-Nrf2 PPI, dFosB activator
1. O=C(COC(=O)C1CCN(c2ccc(C(F)(F)F)cn2)CC1)c1ccc(Cl)cc1
  -5, 17, -1, 6, 0, 0.2, 20, -6, -0.7, -1, -12
2. C=CCn1c(COc2ccccc2)nnc1SCC(=O)O
  1, -11, 11, -5, -2, 0.5, 14, 1, -0.3, 0, -3
3. CC(=O)Nc1ccc(S(=O)(=O)NCC(=O)OCC(=O)NNC(=O)c2ccccc2)cc1
  1, -3, -13, 1, -3, -1.0, -29, -8, -0.9, 0, -6
4. C/C(=N\NC(=O)CSCc1ccc(Cl)cc1)c1ccc2c(c1)OCCO2
  -9, 5, -14, -13, -5, 0.0, -1, -10, 0.2, -2, 0
5. O=C(NNC(=O)c1ccc(Cl)cc1Cl)c1cnccn1
  0, -8, -31, -3, -2, 0.6, 15, -4, 0.0, -4, 4
6. CCCC1Cc2[nH]c(=O)c(C#N)cc2CO1 (configuration not stated)
  2, -4, 101, -4, -2, 0.0, 27, -7, -4.4, -5, -2
7. CC(C)N1CCC(N2CCN(C/C=C/c3ccccc3)CC2CCO)CC1 (configuration not stated)
  5, -3, 258, -8, 4, -1.5, -6, -13, 0.9, -2, -8
8. CCOC(=O)N1CCN(C(=O)c2ccccc2N(Cc2ccccc2)S(=O)(=O)c2ccc(OC)cc2)CC1
  -4, -11, -22, 13, 0, 1.1, 6, 0, -0.3, -4, -9
9. Cc1nn(C(=O)c2ccoc2C)c(N)c1-c1ccccc1
  -3, 2, -1, -2, ., -1.9, -14, 5, 2.3, -2, 4
10. CC(=O)Nc1ccc([N+](=O)[O-])cn1
  12, -2, 2, 4, 1, 0.9, 0, -3, 0.2, -2, -2

Going on with the list:
Each structure is followed by: RTF Ca sens act, PvdQ inh, Mot1-301 SUMO, Rtt109 Vps75, NSD2 HMT inh, LANA DNA inh, PfHsp90 set2, Cardiac RTF inh, CDK5 inh, Keap1-Nrf2 PPI, dFosB activator
11. COc1ccc(C(=O)NCC(c2cccnc2)N2CCN(c3ccccc3)CC2)cc1OC (configuration not stated)
  3, -4, 30, -4, ., -0.5, 7, -4, 0.4, -1, -5
12. O=C(O)CNC(=O)c1cccc(C(F)(F)F)c1
  -8, 7, -3, 13, -1, -1.9, -4, 2, 0.9, 0, -1
13. Cc1cc(NC(=O)c2cc([N+](=O)[O-])cc([N+](=O)[O-])c2)n(-c2ccccc2)n1
  10, -14, -16, -8, 0, -0.9, -17, 0, -1.4, -4, -1
14. O=C(NCC(=O)N1CCN(c2ccccc2)CC1)c1ccco1
  -8, 3, -2, 0, 0, -2.3, -2, 2, 0.4, 0, -1
15. O=C(CCCN1C(=O)C(c2ccccc2)Oc2cccnc21)Nc1ccccc1Cl (configuration not stated)
  1, -14, 28, -2, -1, 1.0, 15, 5, -6.2, -5, -8
16. O=C(CCN1CCN(c2ccccc2)CC1)N/N=C/c1ccccc1O
  -4, -7, -18, -3, -2, -0.2, -36, -8, 0.2, 2, -12
17. COc1ccc(CCNC(=O)c2c(C)nn(-c3ccccc3)c2Cl)cc1
  0, -7, 29, -4, -2, 0.7, 2, 8, -0.8, -1, -5
18. C[C@]12CCC(=O)C[C@@H]1CC[C@@H]1[C@@H]2CC[C@]2(C)[C@@H](C(=O)COC(=O)CCC(=O)O)CC[C@@H]12
  7&-6, -14&5, 25&8, 0&2, 6&4, 3.1&-0.6, 21&16, -6&-1, -0.3&0.9, 4&1, -5&-3
19. O=c1ccn([C@@H]2O[C@H](CNS(=O)(=O)C3CC3)[C@@H](O)[C@H]2O)c(=O)[nH]1
  4, -24, ., -1, ., 0.2, 1, 0, 0.7, -4, -13
20. Oc1ccc(Cl)cc1C=Nc1ccc(Br)cc1
  -1, -10, -17, -3, -1, -0.8, 33, 6, 0.0, -6, 4

Further compounds.
Each structure is followed by: RTF Ca sens act, PvdQ inh, Mot1-301 SUMO, Rtt109 Vps75, NSD2 HMT inh, LANA DNA inh, PfHsp90 set2, Cardiac RTF inh, CDK5 inh, Keap1-Nrf2 PPI, dFosB activator
21. CCOC(=O)CSc1ncnc2c1sc1nc(N3CCOCC3)c3c(c12)CCCC3
  10, -14, -18, 3, -5, 1.1, 3, -2, -3.5, -4, -7
22. Cc1ccc(C(C)NC(=O)Cc2cccs2)cc1C (configuration not stated)
  1, -2, -12, 0, 2, 1.0, -10, -1, -0.8, -5, -3
23. Cc1ccc(C)c(NC(=O)COC(=O)CNC(=O)c2ccccc2Cl)c1
  6, -1, 21, -21, -2, 0.2, 23, 7, -1.4, -5, 1
24. COc1cc(/C=C2\C(=O)ON=C2c2ccccc2)cc(Br)c1O
  -4, 5, -1, -14, 28, 0.9, -8, 1, 1.6, -45, 5
25. COCCCNC(=O)/C=C/c1ccc(Cl)cc1
  4, -4, 6, 7, 0, 0.3, -9, 2, 0.7, -1, 1
26. Cn1nnnc1SCCNCc1ccccc1OCc1ccc(Cl)cc1
  1, -5, 296, -1, 5, -0.5, 17, 12, 1.3, 0, -6
27. COC(=O)c1ccccc1NC(=O)CSc1n[nH]c(-c2ccncc2)n1
  2, -28, 4, 5, 0, 1.3, 6, -10, -7.8, -6, 4
28. COc1ccc(C(=O)NCCS(=O)(=O)NCc2ccccc2)cc1
  -4, -5, ., -5, -1, 1.8, 11, -24, -3.6, -5, -4
29. CCOCCCNC(=O)Cc1ccc(OC)c(OC)c1
  -1, -11, 0, -1, 3, 1.6, -8, -16, 1.4, 3, 1
30. COC(=O)c1ccc(COc2ccc(-c3nn[nH]n3)cc2)cc1
  0, -11, -8, 2, 0, 0.7, -83, -4, -1.0, -3, -5

Quoted at random: two records from the list, in no set order.
Each structure is followed by: RTF Ca sens act, PvdQ inh, Mot1-301 SUMO, Rtt109 Vps75, NSD2 HMT inh, LANA DNA inh, PfHsp90 set2, Cardiac RTF inh, CDK5 inh, Keap1-Nrf2 PPI, dFosB activator
25. COCCCNC(=O)/C=C/c1ccc(Cl)cc1
  4, -4, 6, 7, 0, 0.3, -9, 2, 0.7, -1, 1
6. CCCC1Cc2[nH]c(=O)c(C#N)cc2CO1 (configuration not stated)
  2, -4, 101, -4, -2, 0.0, 27, -7, -4.4, -5, -2

(continued)
Each structure is followed by: RTF Ca sens act, PvdQ inh, Mot1-301 SUMO, Rtt109 Vps75, NSD2 HMT inh, LANA DNA inh, PfHsp90 set2, Cardiac RTF inh, CDK5 inh, Keap1-Nrf2 PPI, dFosB activator
31. CC1(C)Cc2ccccc2-c2nnc(-c3ccc(O)cc3)n21
  7, -15, -5, -4, -2, 0.0, -35, -17, -0.3, -2, -7
32. CCSc1nnc(CCNC(=O)OC(C)(C)C)o1
  5, -12, 81, -19, 27, 0.6, 20, -7, -1.0, -4, -1
33. COc1ccc(S(=O)(=O)c2cnc3ccccc3n2)cc1
  4, -5, 41, -4, -4, -2.0, -5, -9, 0.3, -2, 1
34. COc1ccc(COc2cc(-c3cccc(OC)c3)nc3ccc(NC(=O)c4ccc(N(C)C)cc4)cc23)cc1
  0, 0, 1, -1, ., -0.5, ., -4, -1.6, -6, -4
35. CC1=C(C(N)=O)C(c2ccc(C)o2)C(C(N)=O)=C(C)N1
  -3, -14, 1, -13, -1, 2.7, -8, -4, 0.1, -7, -7
36. CCN(CC)C(=O)CN1C(=O)C2(OCC(C)(C)CO2)c2ccccc21
  -1, -13, 0, 2, -1, 2.6, -7, -1, -0.6, -3, 0
37. CCN(c1ccccc1)S(=O)(=O)c1cc(C(=O)Nc2ccc(F)c(F)c2)ccc1F
  4, -3, 12, 7, 0, 0.4, 8, 6, 1.9, -1, 7
38. O=C(O)C[C@H]1c2cc(F)ccc2S(=O)(=O)N1C1CCCC1
  -1, -2, 8, -2, ., -1.5, 16, -1, 2.1, 0, 5
39. C=CCN=c1scc(C)n1/N=C/c1ccc(O)c(O)c1
  1, -9, 47, 3, 7, 2.2, 15, -2, 0.4, -5, -6
40. CC(C)NC(=O)COC(=O)c1ccccc1C(=O)c1ccccc1
  14, -17, ., -1, 3, 1.1, 1, -13, -0.3, -1, -9
41. CC1Cc2ccccc2N1c1ncnc2c1nnn2Cc1ccccc1Cl (configuration not stated)
  0, -6, 9, 1, 0, 1.4, 37, -6, -3.3, -1, -11
42. Cc1ccc(C2=NNC(C(O)C(O)C(O)C(C)O)S2)cc1 (configuration not stated)
  -3, -6, -5, -13, 4, 0.5, -10, -8, -0.7, -2, -5
43. O=C1NCC(NC(=O)C(F)(F)F)c2cc3c(cc21)OCO3 (configuration not stated)
  5, 11, 6, 10, -5, 0.3, ., 0, 3.5, -3, -7

Record cards, as listed above.
`COc1ccc(S(=O)(=O)c2cnc3ccccc3n2)cc1` across the screens: RTF Ca sens act = 4; PvdQ inh = -5; Mot1-301 SUMO = 41; Rtt109 Vps75 = -4; NSD2 HMT inh = -4; LANA DNA inh = -2.0; PfHsp90 set2 = -5; Cardiac RTF inh = -9; CDK5 inh = 0.3; Keap1-Nrf2 PPI = -2; dFosB activator = 1
`CCSc1nnc(CCNC(=O)OC(C)(C)C)o1` across the screens: RTF Ca sens act = 5; PvdQ inh = -12; Mot1-301 SUMO = 81; Rtt109 Vps75 = -19; NSD2 HMT inh = 27; LANA DNA inh = 0.6; PfHsp90 set2 = 20; Cardiac RTF inh = -7; CDK5 inh = -1.0; Keap1-Nrf2 PPI = -4; dFosB activator = -1
`CC1Cc2ccccc2N1c1ncnc2c1nnn2Cc1ccccc1Cl` (configuration not stated) across the screens: RTF Ca sens act = 0; PvdQ inh = -6; Mot1-301 SUMO = 9; Rtt109 Vps75 = 1; NSD2 HMT inh = 0; LANA DNA inh = 1.4; PfHsp90 set2 = 37; Cardiac RTF inh = -6; CDK5 inh = -3.3; Keap1-Nrf2 PPI = -1; dFosB activator = -11
